EPAC2 antag: blocks human EPAC2 exchange factor. Q8WZA2. EPAC2 GEF exchange of Rap1B-BODIPY-GDP, fluorescence. Potency, µM (titrated, usually from 114 µM), inactives show at the highest dose activity, negative = inhibition, hits mostly inhibitors. 0.18% of 360,000 active. AID 720708; further: on the % scale 0 is the no-effect control and ±100 the full control effect; nearly all actives have a fitted effect of over 45% in size; many of its hits are not listed in these tables
PTHR1 ag: activates the human parathyroid hormone receptor PTHR1; Potency, µM (series often up to 115 µM), for inactives: at the top dose activation, hits mostly activators; 0.075% of 410,000 active; HEK293 GP2 PTHR1 cells, GloSensor cAMP luminescence, 1 h; further: nearly all actives have a fitted effect of over 55% in size; some results filed as inactive show a strong effect at the top dose; inactives centre near -15; many of its hits are not listed in these tables
Target sequence (Q03431 whole entry, looked up): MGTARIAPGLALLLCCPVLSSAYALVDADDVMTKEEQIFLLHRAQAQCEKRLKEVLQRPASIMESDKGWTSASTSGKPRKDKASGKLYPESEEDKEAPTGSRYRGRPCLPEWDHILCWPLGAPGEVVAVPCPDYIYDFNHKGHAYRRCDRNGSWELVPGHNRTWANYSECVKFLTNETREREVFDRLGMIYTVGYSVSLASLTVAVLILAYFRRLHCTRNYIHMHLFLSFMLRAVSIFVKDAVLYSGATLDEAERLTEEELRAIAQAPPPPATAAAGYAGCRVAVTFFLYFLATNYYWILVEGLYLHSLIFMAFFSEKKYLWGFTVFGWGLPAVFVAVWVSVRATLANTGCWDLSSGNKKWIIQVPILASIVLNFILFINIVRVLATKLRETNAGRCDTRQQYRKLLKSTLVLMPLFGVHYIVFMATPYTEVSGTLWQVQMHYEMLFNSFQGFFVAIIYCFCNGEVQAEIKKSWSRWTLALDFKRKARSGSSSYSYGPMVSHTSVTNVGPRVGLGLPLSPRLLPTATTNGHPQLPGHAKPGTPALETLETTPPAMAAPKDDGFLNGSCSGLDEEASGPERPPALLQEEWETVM
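HEK-293-derived GP2 cells expressing PTHR1 and a GloSensor cAMP reporter, 3,000/well, plated overnight, given luciferin plus IBMX (each 0.5 mM as added) for 1 h at 37 °C, then compound for 1 h at 37 °C. Luminescence was read after 15 min at room temperature.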
aSyn rescue: inhibitors of alpha-synuclein toxicity in yeast; Yeast expressing alpha-synuclein, growth rescue, BacTiter-Glo, 24 h; Potency, µM (doses to about 46.1 µM), for inactives: at the top dose growth rescue (activation), hits mostly activators; 0.14% of 370,000 active; AID 652106; further: % of control where 0% means no effect; nearly all actives have a fitted effect of over 65% in size
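Readout is rescue of growth in alpha-synuclein-expressing yeast, so inhibitors of toxicity appear as activators. Growth after 24 hr at 30 deg C in galactose medium is quantified by luminescence.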
FUS suppressor: rescues growth of FUS-expressing yeast; S. cerevisiae FUS-expressing, growth rescue, OD600, 24 h; Potency, µM (titrated, usually from 76.6 µM), without a hit: top-dose growth rescue (activation), most hits filed as activators; 0.24% of 390,000 active; AID 1347120;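 further: plate controls were DMSO vehicle for no effect and reference control for full effect; nearly all actives have a fitted effect of over 55% in size; some results filed as inactive show a strong effect at the top dose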
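S. cerevisiae expressing FUS from galactose induction served as the toxicity model. Growth after 24hr at 30C, read as absorbance at 600 nm, indicates suppression of toxicity; compounds dosed at several concentrations.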
EPAC2 agonist: agonists of human EPAC2 (RAPGEF4); Potency, µM (highest dose often 154 µM), for inactives: at the highest dose activation, actives largely listed as activators; EPAC2 activation, biochemical qHTS; response scale: 100% = 6.5 mM cAMP response; Q8WZA2; 0.079% of 360,000 active; further: nearly all actives have a fitted effect of over 50% in size
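Guanine nucleotide exchange by EPAC2 is measured as reduced fluorescence of BODIPY-GDP once it is released from 250 nM Rap1B. Plates are read kinetically for 30 min at room temperature; results are scaled to 6.5 mM cAMP.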
EPAC1 agonist: agonists of human EPAC1 | O95398 | EPAC1 agonist qHTS, biochemical assay; response scale: 100% = response to 6.5 mM cAMP | Potency, µM (doses to about 154 µM), for inactives: top-dose activation, usual class: activators | 0.073% of 360,000 active | AID 720707; further: nearly all actives have a fitted effect of over 60% in size
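Compounds were pinned as a concentration titration into mixtures of EPAC1 (100 nM), BODIPY-GDP-loaded Rap1B (250 nM) and GDP (50 uM). After 5 min at room temperature, fluorescence was followed for 30 min; activity was scaled to 6.5 mM cAMP.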
TDP-43 yeast inh: inhibitors of TDP-43 toxicity in yeast; TDP-43 expressing yeast growth rescue, BacTiter-Glo, 24 h; Potency, µM (titrated, usually from 46.1 µM), inactives show at the top dose growth rescue (activation), hits mostly activators; 1.8% of 410,000 active; AID 652104; further: % of control where 0% means no effect; nearly all actives have a fitted effect of over 50% in size
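Yeast cells expressing TDP-43 under galactose induction are exposed to compounds for 24 hr at 30 deg C. BacTiter-Glo luminescence measures growth, so protective compounds score as activators.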
EPAC1 antagonist: EPAC1 (human) antagonism. O95398. AID 720709. 0.14% of 360,000 active. Potency, µM (highest dose often 115 µM), for the others: top-dose activity change, negative = inhibition, hits mostly inhibitors. EPAC1 GEF assay, Rap1b-BODIPY-GDP exchange fluorescence;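 further: plate controls were vehicle for no effect and positive control for full effect; nearly all actives have a fitted effect of over 50% in size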
An asterisk follows results filed as active; i = inactive; ? = inconclusive; / = not tested or not shown; [ ] = dose if it differs, or a comment. The call rests on the fitted dose curve; in most records, active means well fitted curve in the direction sought with a large enough effect; inconclusive means small, poorly fitted or top-dose-only effect, or another doubt; inactive means no such curve, though single readings can be large; an effect the other way counts as inactive or inconclusive. Potency means the concentration at half of the fitted maximal effect.

SMILES	EPAC2 antag	PTHR1 ag	aSyn rescue	FUS suppressor	EPAC2 agonist	EPAC1 agonist	TDP-43 yeast inh	EPAC1 antagonist
CC1=C(C(=O)N2CCOCC2)C(c2ccc(Br)cc2)NC(=S)N1c1ccccc1 (configuration not stated)	-8%	i	-3%	26%	14%	9%	-19%	-9%
O=C(c1ccc(S(=O)(=O)N2CCCCCC2)cc1)N1CCN(c2ccccc2)CC1	-10%	-32%[inhibitor]	4%	14%	11%	6%	?	7%
Cc1cc(=O)oc2cc(OCC(=O)NCC3CCC(C(=O)O)CC3)ccc12 (configuration not stated)	10%	?	1%	-19%	-2%	-3%	-17%	8%
OC(c1ccccc1)c1nc(-c2cccc(F)c2)cs1 (configuration not stated)	-14%	-35%[inhibitor]	25%	18%	12%	-3%	?	-15%
O=C(COC(=O)C1=COCCO1)Nc1ccc(OC(F)F)cc1	-3%	1%	-2%	5%	-7%	9%	15%	-4%
c1ccc(Cn2nnnc2C(c2cccnc2)N2CCN(C3CCCCC3)CC2)cc1 (configuration not stated)	7%	-3%[57.5 µM]	6%	-1%	6%	7%	-7%	11%
CCN(CC)CC(C)OC(=O)c1cc(OC)c(OC)c(OC)c1 (configuration not stated)	-5%	4%[57.5 µM]	7%	6%	3%	-4%	9%	2%
Cc1ccnc(-n2c(C)cc(/C=N/NC(=O)COc3cccc4cccnc34)c2C)c1	-1%	i	-1%	2%	13%	6%	-6%	-1%
O=C(Nc1cccc(S(=O)(=O)NC2=NCCCCC2)c1)c1ccc(Cl)cc1	-1%	-47%[inhibitor]	3%	4%	0%	5%	0%	5%
CCOc1ccc(-c2nnn(CC(=O)N3CCN(c4ccc(F)cc4)CC3)n2)cc1OCC	10%	i	11%	27%	-11%	2%	-18%	11%
CC(C)C(c1nnnn1CCc1ccccc1)N1CCC(C(N)=O)CC1 (configuration not stated)	0%	-4%	0%	-17%	5%	-6%	-5%	-7%
CCOC(=O)C1(C)Oc2ccccc2C(C(=O)OC)=C1C(=O)OC (configuration not stated)	-16%	i	-2%	-4%	4%	12%	0%	-6%

Reformatted: 2 of the compounds above.
Second line of a record – EPAC2 antag	PTHR1 ag	aSyn rescue	FUS suppressor	EPAC2 agonist	EPAC1 agonist	TDP-43 yeast inh	EPAC1 antagonist
c1ccc(Cn2nnnc2C(c2cccnc2)N2CCN(C3CCCCC3)CC2)cc1 (configuration not stated)
  7%	-3%[57.5 µM]	6%	-1%	6%	7%	-7%	11%
CCN(CC)CC(C)OC(=O)c1cc(OC)c(OC)c(OC)c1 (configuration not stated)
  -5%	4%[57.5 µM]	7%	6%	3%	-4%	9%	2%

Additional records.
SMILES	EPAC2 antag	PTHR1 ag	aSyn rescue	FUS suppressor	EPAC2 agonist	EPAC1 agonist	TDP-43 yeast inh	EPAC1 antagonist
C[C@@H]1CC[C@@]23COC(=O)C2=CCC[C@@H]3[C@@]1(C)CC/C(=C/CO)CO	6%	-17%	-4%	-9%	-1%	-16%	3%	-20%
Cc1cccc(NC(=O)CSCC(=O)Nc2cc(S(=O)(=O)N3CCOCC3)ccc2N2CCCC2)c1	7%	i	-3%	/	3%	5%	24%	-11%
Cc1ccc(NC2CCCN(C(=O)C3CCCC3)C2)cc1C (configuration not stated)	-4%	-47%[inhibitor]	-2%	16%	-7%	-13%	6%	-5%
O=c1nc2n(c3ncccc13)CCCCC2	16%	14%	-3%	0%	0%	6%	-7%	-26%
O=C(OC1CCOC1=O)c1cc(S(=O)(=O)N2CCOCC2)c(Cl)cc1Cl (configuration not stated)	-2%	-45%[inhibitor]	-5%	/	-2%	-1%	24%	3%
OC(c1ccc(F)c(F)c1)c1ncc(-c2cccc(F)c2)[nH]1 (configuration not stated)	-15%	-22%	6%	-21%	3%	-11%	-1%	20%
C#C[C@]1(O)CC[C@H]2[C@@H]3CCC4=C(CCC(=O)C4)[C@H]3CC[C@@]21C	-14%	-46%[inhibitor]	5%	9%	6%	5%	24%	-3%
COc1ccc(C2(CO)OC(CO)C(O)C2O)cc1 (configuration not stated)	1%	i	-7%	/	11%	6%	13%	3%
Cc1onc(-c2c(F)cccc2Cl)c1C(=O)N1CCc2ccccc2C1	1%	i	5%	13%	7%	0%	?	0%
Cc1cnc(NC(=O)CCCNC(=O)c2ccc(Cl)cc2)s1	1%	-10%	-2%	15%	11%	-6%	1%	-10%
CCn1nc([N+](=O)[O-])c(C(C#N)c2nc3ccccc3n2C)c(Cl)c1=O (configuration not stated)	-27%	-30%[inhibitor]	2%	-10%	-7%	-5%	13%	-19%
Cn1cc([N+](=O)[O-])c(C(=O)Nc2ccc3nc(-c4ccccc4)[nH]c3c2)n1	4%	-9%	-6%	/	-11%	8%	12%	-4%
C=CCSC(=C(C#N)C#N)c1cc2c([nH]1)CCCC2	-20%	-28%[57.5 µM]	1%	20%	-74%[inhibitor][15.6 µM]	10%	?	0%
Cc1ccc(C(c2c(C)[nH][nH]c2=O)c2c(C)[nH][nH]c2=O)cc1	-2%	-27%	13%	14%	11%	3%	-11%	?
COCC(C)NC(C(=O)Nc1cccc(C(C)=O)c1)c1ccccc1 (configuration not stated)	6%	i	-4%	11%	5%	2%	-30%	-5%
COc1ccc(C(=O)c2ccc([N+](=O)[O-])cc2)c(OC)c1OC	-1%	-5%	11%	-17%	-2%	6%	2%	-3%
Clc1cccc(CNc2nnnn2-c2ccccc2)c1	-18%	0%	-5%	/	-1%	-8%	-8%	-18%
O=C(NC(=S)Nc1ccc(N2CCN(C(=O)c3ccccc3)CC2)cc1)c1cccs1	-2%	-40%[inhibitor]	-4%	14%	6%	19%	-4%	-3%
COc1cc(/C=N/NC(=O)c2[nH]nc3c2CCc2ccccc2-3)ccc1O	-21%	-2%	-7%	23%	19%	10%	?	-4%
COCc1cc(C)nc(SCC(=O)Nc2ccc3c(c2)OCCO3)c1C#N	1%	-19%	-5%	28%	-3%	-5%	8%	3%
CCOC(=O)c1c(C)[nH]c(C=O)c1Cc1cccc(Cl)c1	-10%	-14%	9%	-11%	-1%	-12%	25%	-13%
COc1ccc(C2C(C(=O)c3sc(C)nc3C)=C(O)C(=O)N2CCCn2ccnc2)cc1OC (configuration not stated)	-7%	i	3%	-1%	-3%	2%	6%	2%
COc1cc(CCCN2C(=O)C(=O)NC[C@@H]2CC2CCCCC2)cc(OC)c1OC	14%	-14%	-2%	12%	1%	-8%	1%	-1%
Cn1c(CC(=O)Nc2ccccc2F)nnc1SCC(=O)NC1CCCCC1	3%	i	0%	-8%	-5%	-3%	19%	7%
COc1ccc(/C=C(\NC(=O)c2cccs2)C(=O)Nc2ccccc2C)cc1OC	2%	i	-2%	29%	-8%	-3%	3%	23%
CN(C)CCCNc1nc2cc(-c3cccc(Cl)c3)sc2c(=O)n1C	-4%	i	-9%	12%	13%	-7%	11%	-4%
O=C(Nc1ccc2c(c1)OCCO2)C(c1ccccc1)n1c(=O)c(-c2ccco2)nc2ccccc21 (configuration not stated)	3%	i	-1%	?	8%	4%	20%	-25%
Nc1ccc2nc(SCc3ccccc3F)sc2c1	-23%	-22%	29%	0%	10%	11%	13µM*	-8%
CCN(CC)c1ccc(NS(=O)(=O)c2ccc3c(c2)oc(=O)n3C)c(C)c1	-1%	-1%	5%	-5%	18%	-12%	-12%	-9%
C=CCN(C(=O)CSc1nc2c(sc3ccccc32)c(=O)n1CCN(CC)CC)c1ccccc1	-8%	-45%[inhibitor]	-1%	27%	16%	5%	-18%	-12%
CCC(=O)Nc1ccc(C(=O)NNC(=O)c2ccccc2)cc1	7%	18%	0%	-32%	10%	1%	15%	13%
Cc1cc(OCc2nc(-c3ccncc3)no2)cc(C)c1Cl	-18%	-28%	-6%	7%	-2%	0%	-9%	-3%
Cc1ccccc1Oc1nc2ccccc2n2cnnc12	1%	-34%[inhibitor]	1%	-8%	-9%	-2%	-1%	12%
CC(C)CCNC(=O)C12CN(Cc3ccccc3)CC1C(c1cccc([N+](=O)[O-])c1)=NO2 (configuration not stated)	18%	i	11%	8%	-9%	-15%	30%	-5%
COC(=O)c1ccccc1NC(=O)CN(c1c(C)cccc1C)S(C)(=O)=O	-6%	-16%	13%	-4%	3%	7%	23%	-23%
COc1ccc(CCN2CC(C(=O)NCc3ccccc3)CCC2=O)cc1 (configuration not stated)	2%	i	-6%	-10%	15%	3%	4%	-3%
CCN(CC)CCOC(=O)c1ccc(NC(=O)CCCN2C(=O)/C(=C\c3cccs3)SC2=S)cc1	22%	i	3%	22%	15%	15%	11%	-4%
COc1cccc(N2CCN(C(=O)c3cccc(S(=O)(=O)N4CCCC4)c3)CC2)c1	1%	i	1%	-6%	-2%	-3%	0%	-1%
COC(=O)C(C(=O)OC)c1ccc(NC(=O)c2cccc(Cl)c2)cc1	-4%	i	-6%	11%	8%	-9%	0%	-4%
Cc1cc(C)cc(NC(=S)N=Nc2c(O)n(C)c3ccc(S(=O)(=O)N4CCOCC4)cc23)c1	-15%	i	-7%	0%	-3%	11%	-3%	-10%
COc1cccc(C(=O)Cn2c(NCCO)nc3ccccc32)c1	3%	i	0%	-8%	-9%	0%	5%	-9%
Cc1cc(-c2nnc3n2CCCCC3)c(C)n1-c1ccccc1	6%	-8%	2%	/	-5%	-13%	5%	-24%
COc1ccc(-c2nnnn2-c2ccccc2OC)cc1	-5%	-4%[57.5 µM]	1%	17%	2%	11%	1%	-2%
Cc1cc(NC(=O)CSc2ncnc3sccc23)no1	-7%	-21%	-1%	21%	-2%	0%	-8%[1.82 µM]	-6%
O=C(NCc1cccs1)Nc1cccs1	-4%	i	2%	5%	7%	-6%	12%	16%
NS(=O)(=O)c1cccc(NC(=O)c2cc(-c3cccs3)nc3ccccc23)c1	-6%	-33%[inhibitor]	3%	34%	5%	11%	18%	-9%
COc1ccc(CNC(=O)C2(CC3CC(c4ccccc4)=NO3)CCN(C(=O)CCCCCBr)CC2)cc1 (configuration not stated)	9%	-9%	-9%	17%	5%	-6%	-30%	-14%
O=S(=O)(Nc1cc(C(F)(F)F)ccc1N1CCOCC1)c1ccc2ccccc2c1	-6%	-25%	-1%	36%	1%	-13%	14%	?

Among those listed so far, three contain a cyano group:
SMILES	EPAC2 antag	PTHR1 ag	aSyn rescue	FUS suppressor	EPAC2 agonist	EPAC1 agonist	TDP-43 yeast inh	EPAC1 antagonist
CCn1nc([N+](=O)[O-])c(C(C#N)c2nc3ccccc3n2C)c(Cl)c1=O (configuration not stated)	-27%	-30%[inhibitor]	2%	-10%	-7%	-5%	13%	-19%
C=CCSC(=C(C#N)C#N)c1cc2c([nH]1)CCCC2	-20%	-28%[57.5 µM]	1%	20%	-74%[inhibitor][15.6 µM]	10%	?	0%
COCc1cc(C)nc(SCC(=O)Nc2ccc3c(c2)OCCO3)c1C#N	1%	-19%	-5%	28%	-3%	-5%	8%	3%

Assay outcomes: PubChem, National Center for Advancing Translational Sciences (NCATS)

An excerpt; the hit share may differ from the screen's.
